GSIS activator = GLuc luminescence reporter in INS-1E cells, primary screen for activators of glucose-dependent secretion of insulin; AID 743287; hit rate 0.61% among 370,000; activation, % at 16.6 µM; INS-1E GLuc reporter insulin secretion, 2-3 h;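 active = lowest replicate activation of at least 40%, so every replicate reaches that level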;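 also: 0% = median of neutral control wells and 100% = median of IBMX positive control wells; some compounds called inactive have numbers as strong as hits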
CASP6 VEID inh = inhibitors of human caspase-6; inhibition, % at 12.5 µM; hit rate 0.53% among 350,000; purified caspase-6, Z-VEID-R110 cleavage fluorescence;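 active = mean inhibition across replicates at least about 35%, with every replicate also reaching that limit, limit read from the data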;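 also: 0% = median of neutral control wells and 100% = no fluorescence left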
Target sequence (P55212 24-179 limits assumed): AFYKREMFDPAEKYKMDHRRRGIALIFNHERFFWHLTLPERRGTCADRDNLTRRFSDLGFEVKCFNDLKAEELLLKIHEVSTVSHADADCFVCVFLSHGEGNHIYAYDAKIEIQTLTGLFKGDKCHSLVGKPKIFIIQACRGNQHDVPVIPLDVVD
Target sequence (P55212 194-293 limits assumed): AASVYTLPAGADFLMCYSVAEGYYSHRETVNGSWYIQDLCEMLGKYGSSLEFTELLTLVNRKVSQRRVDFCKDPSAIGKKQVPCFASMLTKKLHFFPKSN
E-sel inducer = E-selectin induction on HUVECs; HUVEC E-selectin immunofluorescence imaging; normalized: neutral wells 0, TNF-alpha wells 100; activation, % at 7.58 µM; P16581; hit rate 0.37% among 260,000; AID 686992;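 active = mean E-selectin-positive cell signal at least 10% of the positive control, reached in at least 60% of replicates, without over 20% cell loss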;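 also: in these data hits start at about 27%; measured in HUVEC primary endothelial cells; signal is the percent of cells scored E-selectin positive by PE staining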
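Test system – human umbilical vein endothelial cells (HUVEC), E-selectin induction · Input – 3,000 HUVEC seeded per well · Buffer or medium – EGM-2, gelatin · Compound dosing – single-point compound dose · Detection – immunofluorescence imaging · Measure – percent E-selectin-positive cells · Controls – TNF-alpha high, DMSO low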
DENV2 CPE = DENV2-induced cell death inhibition; hit rate 1.7% among 350,000; CPE inhibition, % at 9.99 µM; DENV2-infected cells, cytopathic effect rescue, plate reader; in the data active = CPE inhibition above about 20%, passing the limit was not always enough; tested in BHK-21 cells;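 also: 0% = median of neutral control wells and 100% = median of positive control wells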
Xi reactivation = reactivates the inactive X chromosome in mouse fibroblasts | XiGFP mouse fibroblasts, % GFP-positive cells imaging, 3 d; cells co-treated with 5-aza-dC sensitizer; scaled so ellipticine positive control = 100% | activation, % at 7.58 µM | hit rate 0.055% among 360,000;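 active = mean normalized replicate activation at least 10% and every replicate at or above 10%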;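 also: 0% = median of on-plate neutral control wells and 100% = ellipticine 6 µM median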
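assay system = SV40-immortalized XiGFP fibroblast cells, line 68-5-11 | buffer or medium = DMEM plus 5-aza-dC sensitizer | doses = single-point pinned compound dosing | times = 3-day compound exposure, then 15 min fixation at room temperature | benchmarks = positive control ellipticine, 6 µM final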
RAD52 inh = inhibitors of human RAD52 DNA annealing; P43351; recombinant RAD52 DNA annealing, FRET fluorescence; inhibition, % at 18.7 µM; hit rate 0.46% among 360,000; AID 651710;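 active = every replicate showing at least 50% inhibition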
RAD54 inh = blocks human RAD54 Holliday junction branch migration | FAM/BHQ fluorescence | inhibition, % at 10.4 µM | hit rate 0.14% among 360,000;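 active = mean normalized replicate activity at least 40 and at least half of replicates scoring 40 or more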;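 also: 0% = median of neutral control wells and 100% = median of positive control wells; inhibitors cause a drop in the FAM fluorescence signal; in these data hits start at about 50%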
Target sequence (Q92698 whole entry, looked up): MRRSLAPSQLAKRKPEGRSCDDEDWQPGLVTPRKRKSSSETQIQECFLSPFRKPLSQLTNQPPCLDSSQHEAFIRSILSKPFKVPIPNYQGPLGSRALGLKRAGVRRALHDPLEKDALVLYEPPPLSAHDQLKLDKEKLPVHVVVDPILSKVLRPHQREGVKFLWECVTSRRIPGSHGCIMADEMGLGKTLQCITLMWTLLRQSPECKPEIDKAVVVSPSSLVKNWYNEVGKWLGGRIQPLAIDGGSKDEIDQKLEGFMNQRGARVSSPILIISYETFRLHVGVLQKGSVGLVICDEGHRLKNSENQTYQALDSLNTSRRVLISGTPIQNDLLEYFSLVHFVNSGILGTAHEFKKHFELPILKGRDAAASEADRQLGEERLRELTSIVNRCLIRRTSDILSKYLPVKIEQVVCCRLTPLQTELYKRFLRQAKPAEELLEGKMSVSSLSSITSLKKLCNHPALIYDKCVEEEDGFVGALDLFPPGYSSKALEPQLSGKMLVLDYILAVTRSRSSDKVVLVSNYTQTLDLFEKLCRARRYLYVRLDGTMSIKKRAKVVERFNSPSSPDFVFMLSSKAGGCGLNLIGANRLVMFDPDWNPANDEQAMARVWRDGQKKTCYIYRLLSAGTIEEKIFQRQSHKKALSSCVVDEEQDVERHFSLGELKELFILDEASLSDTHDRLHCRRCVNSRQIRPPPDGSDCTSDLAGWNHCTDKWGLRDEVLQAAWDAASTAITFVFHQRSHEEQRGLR
F508del corr = correctors of CFTR F508del function in bronchial epithelial cells; CFBE cells, YFP halide quenching; stimulated with forskolin plus potentiator P3; % fluorescence drop versus neutral controls; activity (quench increase), % at 7.58 µM; hit rate 0.36% among 350,000; AID 720511;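 active = mean added fluorescence quench of at least 8% versus neutral control, with both replicates also reaching 8%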;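 also: cells transiently co-express mutant CFTR-F508del with the halide-sensitive YFP; corrector assay measuring rescue of mutant channel to the surface after 24 h compound exposure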
Active calls of the source: *.

Results for S=C(NCc1ccc(Cl)cc1)NC1CCN(Cc2ccccc2)CC1 ?
GSIS activator: -12; CASP6 VEID inh: -9; DENV2 CPE: -4; Xi reactivation: 0.0; RAD52 inh: -43; F508del corr: -0.9

What do the screens show for `CC(C)N(C(=O)/C=C/c1cccc([N+](=O)[O-])c1)C(C)C`?
GSIS activator: 16; CASP6 VEID inh: 19; DENV2 CPE: 7; Xi reactivation: 0.8; RAD52 inh: -4; RAD54 inh: -5

What do the screens show for `COc1ccccc1NC(=O)CSc1nnc(COc2ccccc2OC)n1C`?
GSIS activator: -3; CASP6 VEID inh: 3; DENV2 CPE: -1; Xi reactivation: 0.1; RAD52 inh: -8; F508del corr: 4.5

How did CCC(=O)c1ccc(OCC(=O)Nc2ccccc2C(=O)N2CCCCC2)cc1 do in these assays?
GSIS activator: -1; CASP6 VEID inh: 4; E-sel inducer: 0.2; DENV2 CPE: 14; Xi reactivation: -0.1; RAD52 inh: -39; RAD54 inh: -5; F508del corr: -4.1

How did O=C1N(Cc2cccc(Cl)c2)C[C@@H]2C[C@@H](c3cccc4cccnc34)N3CCC[C@@]123 do in these assays?
GSIS activator: -12; CASP6 VEID inh: -1; E-sel inducer: -0.2; DENV2 CPE: 8; Xi reactivation: -0.1; RAD52 inh: -89; F508del corr: -2.6

What do the screens show for `C[C@H](CO)N1C[C@H](C)[C@@H](CN(C)C(=O)c2ccccc2)Oc2cc(-c3cccc(C#N)c3)ccc2S1(=O)=O`?
GSIS activator: -24; CASP6 VEID inh: 2; E-sel inducer: 0.2; DENV2 CPE: -1; Xi reactivation: 0.1; RAD52 inh: -2; RAD54 inh: 1; F508del corr: -1.1

What do the screens show for `COc1cccc2cc(-c3ccccc3)oc12`?
GSIS activator: -12; CASP6 VEID inh: 0; E-sel inducer: -0.2; DENV2 CPE: 0; Xi reactivation: 0.0; RAD52 inh: -9; RAD54 inh: 10; F508del corr: -2.5

What do the screens show for `CCOC(=O)c1ccccc1NC(=S)N1CCN(C(=O)c2ccco2)CC1`?
GSIS activator: 13; CASP6 VEID inh: -1; DENV2 CPE: -5; Xi reactivation: 0.2; RAD52 inh: -10; RAD54 inh: 1; F508del corr: 2.0

How did CC=Cc1ccc2n(c1=O)C[C@@H]1[C@@H](CO)[C@H](C(=O)NCc3ccc4c(c3)OCO4)[C@H]2N1C(=O)C1CC1 (mixture of isomers) do in these assays?
GSIS activator: 9; CASP6 VEID inh: -1; E-sel inducer: -0.4; DENV2 CPE: 14; Xi reactivation: 0.3; RAD52 inh: 55*; RAD54 inh: 3; F508del corr: 3.6

How did CCNC(=O)C[C@@H]1CC[C@@H]2[C@@H](COc3ccc(NC(=O)c4cc(C)on4)cc3C(=O)N2C)O1 do in these assays?
GSIS activator: 2; CASP6 VEID inh: -1; E-sel inducer: 0.0; DENV2 CPE: -1; Xi reactivation: 0.1; RAD52 inh: -5; RAD54 inh: -4; F508del corr: 1.6

Results for O=c1[nH]c(=S)[nH]c2nc(-c3ccccc3)cnc12 ?
GSIS activator: 15; CASP6 VEID inh: -3; DENV2 CPE: 0; Xi reactivation: 0.1; RAD52 inh: -1; F508del corr: 1.4

Results for Cc1cccc(CSCc2ccc(C(=O)NC3CCCC3)o2)c1 ?
GSIS activator: 4; CASP6 VEID inh: 1; E-sel inducer: -2.1; DENV2 CPE: -3; Xi reactivation: 1.0; RAD52 inh: -16; RAD54 inh: 0; F508del corr: -2.1

Results for CC1=NCCN1CCNC(=O)Nc1ccc(C(C)(C)C)cc1 ?
GSIS activator: -13; CASP6 VEID inh: 1; DENV2 CPE: 24*; Xi reactivation: 0.1; RAD52 inh: -13; RAD54 inh: -6; F508del corr: -2.0

How did O=C(COc1cccc(C(F)(F)F)c1)NCC(c1ccco1)N1CCCCC1 (centres undefined) do in these assays?
GSIS activator: -21; CASP6 VEID inh: -3; E-sel inducer: -0.2; DENV2 CPE: 4; Xi reactivation: 0.2; RAD52 inh: -23; F508del corr: 0.9

How did Fc1cccc(Cl)c1C1SCc2nc3ccccc3n21 (centres undefined) do in these assays?
GSIS activator: 0; CASP6 VEID inh: 0; E-sel inducer: -0.3; DENV2 CPE: 7; Xi reactivation: -0.2; RAD52 inh: -29; F508del corr: -1.5

What do the screens show for `Cc1sc2ncn(Cc3ccccc3F)c(=O)c2c1C`?
GSIS activator: 1; CASP6 VEID inh: 0; DENV2 CPE: -7; Xi reactivation: 1.0; RAD52 inh: -25; F508del corr: -1.8

How did c1ccc(SC23CC4CC(CC(C4)C2)C3)nc1 do in these assays?
CASP6 VEID inh: -1; DENV2 CPE: 5; Xi reactivation: 0.0; RAD52 inh: 3; RAD54 inh: 5; F508del corr: -0.3

Results for COc1ccccc1CNc1ncnc2nc[nH]c12 ?
GSIS activator: 9; CASP6 VEID inh: -4; E-sel inducer: 0.1; DENV2 CPE: 11; Xi reactivation: -0.1; RAD52 inh: 3; RAD54 inh: 10; F508del corr: 2.4

Results for CC(=O)N1CCCCN2[C@H](C1)[C@@H](c1ccc(-c3cccc(C(=O)N(C)C)c3)cc1)[C@@H]2CO ?
GSIS activator: 7; CASP6 VEID inh: -1; E-sel inducer: 0.2; DENV2 CPE: -8; Xi reactivation: 0.0; RAD52 inh: -1; RAD54 inh: 7; F508del corr: -0.1

What do the screens show for `CS(=O)(=O)N1CCN(C(=O)c2cc(-c3cccnc3)nc3ccc(Br)cc23)CC1`?
GSIS activator: 13; CASP6 VEID inh: 2; DENV2 CPE: -5; Xi reactivation: 0.1; RAD52 inh: -11; RAD54 inh: -4; F508del corr: -0.9

What do the screens show for `COCC(=O)Nc1ccc2c(c1)OC[C@H](C)N(CC1CC1)C[C@@H](C)[C@H](OC)CN(C)C2=O`?
GSIS activator: 0; E-sel inducer: -0.1; DENV2 CPE: 2; Xi reactivation: 0.4; RAD52 inh: 6; RAD54 inh: 3; F508del corr: -0.9

How did Cc1ccc(CC2(C)C(=O)Nc3ccc(OC(F)(F)F)cc32)cc1 (centres undefined) do in these assays?
GSIS activator: -1; CASP6 VEID inh: 6; E-sel inducer: -0.2; DENV2 CPE: 6; Xi reactivation: 0.1; RAD52 inh: -3; RAD54 inh: 6; F508del corr: 0.6

How did Cn1nccc1C(=O)N1CCc2c([nH]c3ccccc23)C1c1ccc(F)cc1 (centres undefined) do in these assays?
GSIS activator: -17; CASP6 VEID inh: 1; E-sel inducer: 0.7; DENV2 CPE: -3; Xi reactivation: -0.1; RAD52 inh: -20; RAD54 inh: 6; F508del corr: -0.4

How did CC1Cc2ccccc2N1CC(=O)Nc1cccc(S(N)(=O)=O)c1 (centres undefined) do in these assays?
GSIS activator: 7; CASP6 VEID inh: 1; E-sel inducer: -0.1; DENV2 CPE: 0; Xi reactivation: 0.3; RAD52 inh: 0; RAD54 inh: 5; F508del corr: 3.4

Results for COc1ccc(S(=O)(=O)Nc2ccc3c(c2)C(=O)N([C@H](C)CO)C[C@H](C)[C@H](CN(C)C(=O)Nc2ccccc2)O3)cc1 ?
GSIS activator: -13; CASP6 VEID inh: 1; E-sel inducer: -0.2; DENV2 CPE: 16; Xi reactivation: 0.1; RAD52 inh: -5; RAD54 inh: 0; F508del corr: -0.3

What do the screens show for `O=C(C[C@@H]1C/C=C\C[C@H](Cc2ccc(F)cc2)C(=O)OCCNC1=O)NCCO`?
CASP6 VEID inh: 3; E-sel inducer: -0.1; DENV2 CPE: 4; Xi reactivation: 0.1; RAD52 inh: -3; RAD54 inh: -2; F508del corr: -3.0

What do the screens show for `Cc1ccc([C@H]2C(C(=O)O)=CC[C@@H](c3cccc(C)c3)N2S(=O)(=O)c2ccc(C)cc2)cc1`?
GSIS activator: 2; CASP6 VEID inh: -1; E-sel inducer: 0.0; DENV2 CPE: 15; Xi reactivation: 0.5; RAD52 inh: -9; RAD54 inh: 8; F508del corr: 0.5

How did O=C(Cc1ccncc1)N1CC[C@@H]2[C@H]1c1cc(Br)ccc1N[C@@H]2CO do in these assays?
GSIS activator: 5; E-sel inducer: 1.1; Xi reactivation: 0.2; RAD54 inh: 3; F508del corr: 0.6

Results for COC(=O)c1ccc(NC(=O)c2snnc2-c2ccccc2)cc1 ?
GSIS activator: -13; CASP6 VEID inh: 2; DENV2 CPE: 0; Xi reactivation: 0.1; RAD52 inh: -13; F508del corr: -2.2

How did COc1ccc(S(=O)(=O)N[C@H]2CC[C@@H](CC(=O)NCCc3ccccc3)O[C@@H]2CO)cc1 do in these assays?
GSIS activator: 10; CASP6 VEID inh: -1; E-sel inducer: 0.1; DENV2 CPE: 2; Xi reactivation: 0.5; RAD52 inh: -2; RAD54 inh: 7; F508del corr: -4.7

What do the screens show for `CCN(CC(=O)NC(=O)NCc1ccco1)Cc1ccccc1`?
GSIS activator: 16; CASP6 VEID inh: -12; DENV2 CPE: 4; Xi reactivation: 0.0; RAD52 inh: -24; F508del corr: -2.0

How did Cc1c(C(=O)NC2CCS(=O)(=O)C2)oc2ccccc12 (centres undefined) do in these assays?
GSIS activator: 28; CASP6 VEID inh: -1; E-sel inducer: 0.3; DENV2 CPE: -6; Xi reactivation: 0.1; RAD52 inh: -7; RAD54 inh: -13; F508del corr: -0.1

How did Cc1cc(C)c(NC(=O)c2cc(S(=O)(=O)N3CCOCC3)ccc2F)c(C)c1 do in these assays?
GSIS activator: -1; CASP6 VEID inh: 3; DENV2 CPE: -5; Xi reactivation: 0.0; RAD52 inh: -2; RAD54 inh: 8; F508del corr: 0.3

Results for COc1ccccc1C(CNc1ncnc2sc(C)c(C)c12)N(C)C (centres undefined) ?
GSIS activator: 5; CASP6 VEID inh: -5; E-sel inducer: 0.1; DENV2 CPE: 46*; Xi reactivation: 0.2; RAD52 inh: -18; RAD54 inh: -4; F508del corr: -1.1

Results for COC(=O)c1cc(=O)n(Cc2ccc3c(c2)OCO3)c(=Nc2ccccc2)s1 ?
GSIS activator: 13; CASP6 VEID inh: 1; E-sel inducer: -0.2; DENV2 CPE: -1; Xi reactivation: 0.3; RAD52 inh: -12; RAD54 inh: -15; F508del corr: 0.5

Results for CN1c2ccc(C#Cc3cccnc3)cc2[C@H]2[C@H](CCN2S(=O)(=O)c2ccc(F)cc2)[C@@H]1CO ?
GSIS activator: 6; CASP6 VEID inh: -9; E-sel inducer: 0.9; DENV2 CPE: -6; Xi reactivation: 0.1; RAD52 inh: 13; RAD54 inh: 0; F508del corr: 0.6

Three entries out of the list, sorted by length of the SMILES, low to high:
What do the screens show for `CCN(CC(=O)NC(=O)NCc1ccco1)Cc1ccccc1`?
GSIS activator: 16; CASP6 VEID inh: -12; DENV2 CPE: 4; Xi reactivation: 0.0; RAD52 inh: -24; F508del corr: -2.0

Results for COc1ccccc1C(CNc1ncnc2sc(C)c(C)c12)N(C)C (centres undefined) ?
GSIS activator: 5; CASP6 VEID inh: -5; E-sel inducer: 0.1; DENV2 CPE: 46*; Xi reactivation: 0.2; RAD52 inh: -18; RAD54 inh: -4; F508del corr: -1.1

How did Cn1nccc1C(=O)N1CCc2c([nH]c3ccccc23)C1c1ccc(F)cc1 (centres undefined) do in these assays?
GSIS activator: -17; CASP6 VEID inh: 1; E-sel inducer: 0.7; DENV2 CPE: -3; Xi reactivation: -0.1; RAD52 inh: -20; RAD54 inh: 6; F508del corr: -0.4
